Screens: PubChem, The Scripps Research Institute Molecular Screening Center
V1R ag counter – agonists of human V1a receptor, primary screen, counter-screen for OXTR agonist project, fluorescence, CHO-V1R cells | Vasopressin V1a receptor (Homo sapiens), P37288 | Fluo-8 calcium fluorescence, agonist mode; 0% DMSO, 100% 3 nM vasopressin | activation, % at 3 µM | 320,000 tested, 0.25% active | AID 2797, 2010;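 active means activation above the mean activation of all tested compounds plus 3 SD, per screening run, cut at about 20% in these data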;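 further: signal is peak over basal fluorescence ratio across a 100 second FLIPR read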
CHRM1 antagonist – human M1 muscarinic receptor antagonists, primary screen, CHO-K1 cells, Fluo-8 calcium fluorescence, 1536-well; 360,000 tested, 1.3% active; inhibition, % at 3 µM; Muscarinic acetylcholine receptor M1 (Homo sapiens), P11229; AID 588852, 2011; CHO-K1 hM1, ACh EC80 antagonist;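 active means percent inhibition above its own plate's cutoff, namely the mean of that plate's compound wells plus 3 SD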;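 further: peak over basal fluorescence ratio during 140 s after agonist addition; 0% = ACh EC80 plus DMSO and 100% = DMSO alone without agonist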
Target sequence (P11229 whole entry, looked up): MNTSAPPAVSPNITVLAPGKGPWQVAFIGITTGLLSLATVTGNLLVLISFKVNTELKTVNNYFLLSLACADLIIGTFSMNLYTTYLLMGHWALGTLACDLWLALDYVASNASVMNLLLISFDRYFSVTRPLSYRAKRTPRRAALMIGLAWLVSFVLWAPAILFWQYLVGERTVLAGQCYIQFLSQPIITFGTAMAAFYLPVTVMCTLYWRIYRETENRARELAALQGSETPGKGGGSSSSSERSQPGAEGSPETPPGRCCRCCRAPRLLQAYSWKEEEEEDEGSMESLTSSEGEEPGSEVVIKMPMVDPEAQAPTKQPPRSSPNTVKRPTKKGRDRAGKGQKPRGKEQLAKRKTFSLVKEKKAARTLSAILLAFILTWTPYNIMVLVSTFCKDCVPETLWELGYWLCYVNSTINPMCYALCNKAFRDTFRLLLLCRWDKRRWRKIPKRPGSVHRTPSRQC
TAAR1 agonist – human TAAR1 agonists, primary screen, Fluo-8 calcium fluorescence, CHO RD-HGA16 cells; Trace amine-associated receptor 1 (Homo sapiens), Q96RJ0; vehicle wells 0%, saturating PEA agonist 100%; activation, % at 3 µM; 360,000 tested, 0.99% active;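 active means activation above the mean activation of all test compounds in the run plus 3 SD, cut at about 38% in these data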
Target sequence (Q96RJ0 whole entry, looked up): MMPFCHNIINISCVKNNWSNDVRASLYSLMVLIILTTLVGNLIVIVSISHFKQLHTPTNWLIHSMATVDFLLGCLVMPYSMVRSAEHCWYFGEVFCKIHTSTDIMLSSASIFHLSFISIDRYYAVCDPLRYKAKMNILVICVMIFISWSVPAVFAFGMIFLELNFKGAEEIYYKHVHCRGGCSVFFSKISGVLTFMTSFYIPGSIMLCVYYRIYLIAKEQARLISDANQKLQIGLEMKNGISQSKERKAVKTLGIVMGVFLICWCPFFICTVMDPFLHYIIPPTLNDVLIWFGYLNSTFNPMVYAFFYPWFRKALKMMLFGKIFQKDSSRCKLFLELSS
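Benchmarks: low control DMSO, high control PEA (EC100); System: CHO RD-HGA16 cells carrying human TAAR1 plus Gα16; Detection: Fluo-8 fluorescence, 5 s baseline then 140 s kinetic read; Schedule: 17-24 h plating, Fluo-8 75 min 37 °C, 30 min RT; Read-out basis: % activation from peak over basal fluorescence ratio, DMSO-to-PEA scaled.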
OXTR potentiator – human OXTR potentiators, primary screen, fluorescence, CHO-OTR cells, Fluo-8 calcium; Oxytocin receptor (Homo sapiens), P30559; Fluo-8 calcium fluorescence, potentiator mode; 0% = oxytocin EC15, 100% = EC100; 320,000 tested, 0.061% active; activation, % at 3 µM;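 active means activation above that plate's cutoff, the mean activation of tested compounds plus 3 SD, cut at about 6.6% in these data, passing the limit was not always enough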;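 further: 100% uses oxytocin at 75 nM as the full agonist control; some results filed as inactive read as strong as hits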
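assay system = CHO-OTR cells, human receptor | schedule = compound 6 min at room temperature before oxytocin, 100 s read | detection = Fluo-8 intracellular calcium fluorescence, ex 470-495, em 515-575 nm | evaluation = normalized max/min fluorescence ratio, % activation | control set = EC15 oxytocin alone as 0%, 75 nM oxytocin (EC100) as 100%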
TAAR1 antagonist – human TAAR1 antagonists, primary screen, Fluo-8 calcium fluorescence, CHO RD-HGA16 cells | antagonist | inhibition, % at 3 µM | 360,000 tested, 1.5% active | Trace amine-associated receptor 1 (Homo sapiens), Q96RJ0;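 active means inhibition above a per-plate cutoff, the mean inhibition of test compounds on that plate plus 3 SD, cut at about 49% in these data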;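 further: 0% = DMSO plus EC80 beta-PEA response and 100% = DMSO alone without agonist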
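System: RD-HGA16 CHO cells with stable hTAAR1 and Gα16 | Probe or stimulus: EC80 β-phenethylamine stimulus | Dosing: 3 µM, single point | Times: Dye loading 75 min at 37 °C, then 30 min room temperature | Measured by: Fluo-8 calcium-sensitive fluorescence | Read-out basis: % inhibition of agonist calcium response | Replicates: n of 1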
CHO parental Ca – ATP-evoked calcium signal inhibitors, parental CHO, primary screen, counter-screen for OX1R antagonist project, cell-based, fluorescence, Fluo-8 calcium dye | 330,000 tested, 0.63% active | AID 463079, 2010 | inhibition, % at 5.6 µM | parental CHO-K1, ATP-induced calcium, Fluo-8 fluorescence;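 active means inhibition above that plate's mean sample inhibition plus 3 SD, cut at about 26% in these data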;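 further: 0% = ATP-challenged DMSO wells and 100% = DMSO wells without ATP; some compounds past the cut are filed as inactive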
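Test system: untransfected parental CHO cell line. Compound: one dose, 5.6 µM nominal. Detection: intracellular calcium via Fluo-8 no-wash fluorescent dye. Measure: % inhibition. Benchmarks: ATP-challenged DMSO wells low, unchallenged DMSO wells high.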
OXTR ag – human OXTR agonists, primary screen, fluorescence, CHO-OTR cells, Fluo-8 calcium; Oxytocin receptor (Homo sapiens), P30559; activation, % at 3 µM; Fluo-8 calcium fluorescence; normalized: DMSO 0%, oxytocin 100%; AID 2435, 2010; 320,000 tested, 0.32% active;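 active means activation above the mean of all tested compounds plus 3 SD, cutoff set per screening run, cut at about 20% in these data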;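 further: peak over basal fluorescence ratio from a 100 s FLIPR kinetic read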
M1 ag – human M1 muscarinic receptor agonists, primary screen, Fluo-8 calcium fluorescence, CHO-K1 cells, HTS | Muscarinic acetylcholine receptor M1 (Homo sapiens), P11229 | CHO-K1 hM1, agonist mode; 0% DMSO, 100% acetylcholine EC100 | activation, % at 3 µM | 360,000 tested, 0.33% active | AID 588814, 2011;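 active means activation above the run's mean compound activation plus 3 SD, cut at about 16% in these data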;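 further: peak over basal fluorescence ratio within a 140 s kinetic read after compound addition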
CHRM1 PAM – human M1 muscarinic receptor positive allosteric modulators, primary screen, CHO-K1 cells, Fluo-8 calcium fluorescence, 1536-well; Muscarinic acetylcholine receptor M1 (Homo sapiens), P11229; CHO-K1 hM1, ACh EC20; 0% = ACh EC20, 100% = maximal ACh; activation, % at 3 µM; 360,000 tested, 0.088% active; AID 588819, 2011; in the data active means activation above about 19%, passing the limit was not always enough
* = called active by the depositor; x = not tested or not shown.

SMILES	V1R ag counter	CHRM1 antagonist	TAAR1 agonist	OXTR potentiator	TAAR1 antagonist	CHO parental Ca	OXTR ag	M1 ag	CHRM1 PAM
Cc1nn(Cc2c(F)c(F)c(F)c(F)c2F)c(C)c1NC(=O)c1cccc(COc2ccc(Cl)cc2)c1	-0.5	3	16	-2	6	-18	-1.2	-8	-4
O=C(OCC(=O)N1CCOCC1)c1ccc(Cl)cc1[N+](=O)[O-]	-0.2	1	-3	1	1	3	0.3	-3	5
Cc1ccc(SC[C@H](Cc2ccccc2)N2CCN(C)CCC2=O)cc1	x	-3	3	x	3	x	x	-9	7
Cc1cc2cc3c(cc2nc1SCc1ccc(C(=O)O)cc1)OCCO3	3.4	-5	7	-5	5	3	4.5	-6	4
CCN(CC)c1ccc(NC(=O)CC2Oc3ccccc3NC2=O)c(C)c1 (configuration not stated)	-0.5	-1	1	-5	-3	-19	-0.7	-1	14
COc1ccccc1-c1noc2c1C(=O)N(Cc1cn(Cc3ccccc3)nn1)CC2	x	-24	2	x	2	x	x	-5	-2
C=CCn1c(N)c(C(=O)OCC)sc1=S	2.2	-6	11	-5	-13	0	0.9	-2	2
COc1ccc(Cl)cc1C(=O)NCCCn1ccnc1	0.0	0	0	-14	11	-20	-0.6	2	15
Cc1noc(C)c1C(=O)N1CCCC(C)(C(=O)NS(=O)(=O)C2CC2)C1 (configuration not stated)	x	-1	2	x	3	x	x	-2	-5
COCCCN1C(=O)c2ccc(C(=O)OCC(=O)N(CCC#N)c3cc(C)cc(C)c3)cc2C1=O	5.6	-7	2	-7	1	-13	0.7	-6	7
O=C(Nc1cccc(S(=O)(=O)NC2=NCCC2)c1)c1ccccc1	0.9	-4	3	2	-5	-14	1.6	0	14
c1ccc2c(N3CCCC3)nc(-c3ccncc3)nc2c1	-0.6	4	7	6	7	-26	-2.5	-5	-5
COC(=O)c1cccc(NC(=S)N2CCOCC2)c1	1.3	3	4	-9	17	-15	0.3	-4	3
O=C(CNCc1cccc(Cl)c1)N1CCc2ccccc2C1	2.5	-11	20	-6	-3	-13	-0.1	-6	7
CCCCc1ccc(N=N/C(C(=O)Nc2ccc(NC(C)=O)cc2OC)=C(/C)O)cc1	0.0	-24	0	5	-27	-9	-0.1	-7	11
Cc1ccc(/C=C/C(=O)OCC(=O)NCc2ccccc2)o1	x	-9	-1	x	8	x	x	-1	8
CCCCn1nc(C(=O)NC2CCCCCC2)c2ccccc2c1=O	-0.4	-27	3	-1	-19	-29	-0.9	-4	14
Cc1cc(Oc2ccccc2)nc(SCC(N)=O)n1	0.4	2	3	-2	-10	-1	0.5	-1	1
Cc1ccc(C)c(NC(=O)CCc2ccc(S(=O)(=O)NC3CCCCC3)cc2)c1	4.0	-7	5	-15	-3	-12	1.8	-2	5
Cc1csc(CNc2ncnc3ccc(-c4cccnc4)cc23)c1	0.9	1	17	-7	8	-4	2.0	-5	-5
COc1ccccc1NC(=O)c1ccc(S(=O)(=O)N2CCOCC2)cc1	0.9	-7	0	-3	0	-3	0.1	-5	1
CCOC(=O)CSC1=C(C#N)C(c2ccccc2OCC)C(C(=O)OCC)C(=O)N1 (configuration not stated)	-0.8	20	3	4	-7	-27	-0.4	-6	-9
Cc1nnc(SC(C)C(=O)NC2CCCCC2)[nH]c1=O (configuration not stated)	x	-3	2	x	15	x	x	-4	3
COc1ccc(NC(C)=O)cc1NC(=O)c1ccc(C#N)cc1	0.5	-4	1	-7	13	0	0.1	-3	6
CCOc1ccc(C(=O)CCC(=O)Nc2ccccc2C)cc1	x	-19	2	x	0	x	x	-4	8

Individual results from the entries so far.
C=CCn1c(N)c(C(=O)OCC)sc1=S – CHO parental Ca = 0
Cc1cc2cc3c(cc2nc1SCc1ccc(C(=O)O)cc1)OCCO3 – TAAR1 antagonist = 5

(next part)
SMILES	V1R ag counter	CHRM1 antagonist	TAAR1 agonist	OXTR potentiator	TAAR1 antagonist	CHO parental Ca	OXTR ag	M1 ag	CHRM1 PAM
COc1ccc(C(CNC(=O)c2ccc(NS(=O)(=O)c3ccc(F)c(C)c3)cc2)N2CCCC2)cc1 (configuration not stated)	x	73*	15	x	3	x	x	-8	-29
O=C(O)COc1c(Cl)cc(/C=C2\NC(=O)NC2=O)cc1Br	4.6	-8	4	-7	-20	-2	1.2	-5	-2
Cc1cc(N2CCN(C)CC2)n2cc(-c3ccc(F)cc3)nc2n1	0.1	7	3	-2	-2	-2	0.7	-4	1
NC(=S)Nc1ccc(F)c(F)c1F	1.3	-16	2	-7	-4	-12	-0.2	-2	11
C=CCNc1ncnc2c1ncn2[C@H]1CN(C2CCCC2)C[C@@H](CO)O1	x	-1	1	x	-13	x	x	-3	-2
CSc1ncccc1C(=O)Nc1nc2c(C)cccc2s1	-0.8	-2	-1	-14	-8	-3	-1.1	-7	4
O=C(Nc1ccccc1)C1=C[C@H](c2ccc(Br)cc2)C[C@H](OCc2ccc(CO)cc2)O1	2.1	-10	2	-1	22	-8	-0.4	-2	2
O=C(CN(CC1CCCO1)C(=O)CCC(=O)Nc1nccs1)NCC1CCCO1 (configuration not stated)	2.0	-12	7	-10	-4	-8	-0.2	-4	3
CCc1ccc(OCC2Cn3c(nc4c3c(=O)[nH]c(=O)n4C)O2)cc1 (configuration not stated)	x	-9	2	x	-2	x	x	-3	4
Cc1ccc(N(CC(=O)NC(C)(C)C)C(=O)CCC(=O)Nc2nccs2)cc1C	0.5	-15	5	-10	-14	-23	-0.1	0	15
Cc1ccc(/C(N)=N/OC(=O)COc2ccc(Cl)c(C)c2)cc1	0.1	2	0	-7	-16	-14	-0.1	-6	2
Cc1cc(-c2nc3ncccc3o2)ccc1NC(=O)CC(C)C	0.1	-8	1	-4	-1	-9	0.3	-2	4
CCOC(=O)C1=C(C)NC(C)=C(C(=O)OCC)C1c1ccc(O)cc1	0.2	7	11	-2	6	-22	0.2	-3	-2
Cc1ccc(CNC(=O)Cn2cccc2)cc1	-1.2	3	8	-4	-14	-13	-0.4	-3	0
COc1cc(C(=O)N(Cc2ccccc2)c2cccc(C)c2)ccc1OC(F)F	2.2	3	-2	-11	1	-15	0.7	-5	4
COc1ccc(CCC(=O)N2CCN(S(=O)(=O)c3ccc4ccccc4c3)CC2)cc1	6.0	4	5	-17	11	-5	2.1	-4	3
N#CCCN(Cc1cccnc1)C(=O)Nc1ccccc1	0.4	-4	8	0	-7	0	1.3	-1	15
Cc1ccc(-c2nnc(CSc3nc(C)nc4sc(C)c(C)c34)o2)cc1	1.2	x	x	-5	x	-4	0.0	x	x
C=CCn1c(SCCOc2ccc(OC)cc2)nnc1C(CO)NC(=O)c1ccc(OC)cc1 (configuration not stated)	3.0	17	5	-5	3	-16	1.8	-3	-7
CCn1c(=S)sc2c(=O)n(CC(=O)Nc3ccccc3C(F)(F)F)c(C)nc21	1.2	-6	3	-7	-15	-15	1.2	-2	6
Cc1cc(N=Cc2c(O)n(-c3ccc4c(c3)OCO4)c(=O)c3ccccc23)ccn1	-0.3	-8	20	3	-11	7	-1.3	-2	7
O=C(O)/C=C\C(=O)Nc1cccc(C(=O)Nc2cccc(O)c2)c1	0.9	6	1	-3	10	-4	1.3	-5	-2
O=C(N/N=C/c1ccc(Cl)c([N+](=O)[O-])c1)c1cnccn1	0.4	0	2	-4	-12	-12	0.5	-5	3
O=C(C1CCN(CC2CCCCC2)CC1)N1CCCC1	0.2	19	7	-3	-6	-9	0.6	-5	0
Cc1cn([C@H]2C[C@H](O)[C@@H](CNC(=O)[C@H]3CCC(=O)N3)O2)c(=O)[nH]c1=O	x	-10	1	x	2	x	x	6	2

(cont.)
SMILES	V1R ag counter	CHRM1 antagonist	TAAR1 agonist	OXTR potentiator	TAAR1 antagonist	CHO parental Ca	OXTR ag	M1 ag	CHRM1 PAM
Cc1cc(/C(N)=N/OC(=O)Nc2ccccc2)no1	1.1	7	2	-4	-35	-7	-1.0	-2	0
O=C(CN1CCN(S(=O)(=O)c2ccc(F)cc2)CC1)NCc1cccs1	-1.4	6	3	-3	-43	8	0.5	-3	-1
Cc1[nH]c2ccccc2c1C(=O)CN1C(=O)C(=O)N(C2CCCC2)C1=O	0.8	1	6	-14	-5	-14	-0.1	0	2
O=C(CCN1C(=O)c2ccccc2S1(=O)=O)N1CCN(c2ccccc2F)CC1	-0.7	-7	2	-8	-17	-6	-1.0	0	8
Cn1c2c(c(=O)c3ccccc31)CCCC2	-0.6	-19	-1	-5	7	1	-2.4	-2	14
N=c1n(CCN2CCCCC2)c2ccccc2n1CC(=O)c1cccc([N+](=O)[O-])c1	-1.2	-1	-1	-7	-13	-25	-2.7	-10	-2
O=C(C=Cc1ccc(Cl)s1)c1ccc(Cl)s1	x	-1	0	x	-22	x	x	0	5
CCCOc1ccc(C(=O)NC(=S)N2CCN(c3cc4c(cc3F)c(=O)c(C(=O)O)cn4CC)CC2)cc1	0.2	-14	3	-8	-16	-11	-0.1	-3	13
COc1ccc(C(=O)OCC[N+]2(C)CCOCC2)cc1	0.6	2	1	-8	18	-2	0.7	-7	1
Cc1ccnc(NS(=O)(=O)c2ccc(NC(=O)Cc3ccc(F)cc3)cc2)n1	0.9	8	-1	-2	-4	-12	0.6	0	5
CCn1c(-c2ccccc2)c[nH]c1=S	-0.1	-17	-2	-26	-18	-8	0.1	0	14
Cc1ccc(N(C(=O)c2ccc(S(=O)(=O)N3CCOCC3)cc2)C2C=CS(=O)(=O)C2)cc1C (configuration not stated)	0.4	-7	3	-13	4	-10	-0.3	-5	9
O=C(OCC(=O)N1CCc2ccccc2C1)c1cccs1	0.8	3	4	-13	12	-8	0.3	2	0

Outcome played no part in choosing rows (roughly 3.7% active in at least one column).
